# 3CLpro inhibitor: SARS-CoV 3CLpro protease inhibition; P0C6X7; recombinant SARS-CoV 3CLpro, quenched FRET peptide cleavage; inhibition, % at 6 µM; actives 0.14% (n = 290,000); in the data active = inhibition above about 12%
# BH1578 lux ind: inducers of Vibrio cholerae quorum light production without autoinducers. actives 0.16% (n = 350,000). activation, % at 18.7 µM. V. cholerae BH1578 lux reporter, luminescence, 6 h; in the data active = activation mostly above about 9.7%, no sharp cut-off; also: not every result past the cut was called active; inactives centre near 0; reference of the scale not given here
# GDH-TPI counter: inhibits GDH-TPI coupling enzymes, artifact for Mtb FBA screen; GDH-TPI coupled enzyme counterscreen, NADH absorbance; inhibition, % at 4.8 µM; actives 1.2% (n = 360,000); AID 588335; in the data active = inhibition above about 30%;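 also: 0% = DMSO wells and 100% = wells lacking the enzyme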
# MazF activator: activators of E. coli MazEF toxin-antitoxin RNase; P0AE70; FAM/BHQ RNA-DNA oligo cleavage fluorescence, 5 h; activation, % at 20 µM; actives 0.32% (n = 350,000); AID 504720; in the data active = activation above about 50%
# Target sequence (P0AE70 whole entry, looked up): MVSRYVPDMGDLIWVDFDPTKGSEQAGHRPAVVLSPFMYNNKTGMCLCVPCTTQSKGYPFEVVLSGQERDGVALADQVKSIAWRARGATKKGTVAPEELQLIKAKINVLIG
# UGM FP inh: Mtb UDP-galactopyranose mutase inhibition | purified UGM, fluorescence polarization probe displacement | AID 504406 | inhibition, % at 10 µM | actives 0.06% (n = 320,000) | P9WIQ1; in the data active = inhibition above about 10%, passing the limit was not always enough
# FBA Mtb inh: inhibitors of M. tuberculosis fructose-bisphosphate aldolase | P9WQA3 | purified M. tuberculosis FBA, fluorescence read-out | inhibition, % at 1 µM | actives 2.3% (n = 360,000); in the data active = inhibition above about 27%;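 also: 0% = vehicle and 100% = reference inhibitor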
# Target sequence (P9WQA3 whole entry, looked up): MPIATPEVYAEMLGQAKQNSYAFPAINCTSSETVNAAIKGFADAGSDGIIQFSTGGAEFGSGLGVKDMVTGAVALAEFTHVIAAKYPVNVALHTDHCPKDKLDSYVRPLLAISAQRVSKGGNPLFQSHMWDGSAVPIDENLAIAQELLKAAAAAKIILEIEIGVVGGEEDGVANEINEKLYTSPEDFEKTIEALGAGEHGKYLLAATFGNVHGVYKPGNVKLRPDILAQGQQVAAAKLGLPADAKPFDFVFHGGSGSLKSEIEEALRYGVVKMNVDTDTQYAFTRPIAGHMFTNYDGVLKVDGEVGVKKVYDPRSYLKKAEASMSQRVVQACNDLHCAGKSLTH
# PriA SSB inh: inhibitors of Klebsiella pneumoniae PriA binding to SSB C-terminal tail; AlphaScreen SSBct-PriA binding, biotinylated peptide; inhibition, % at 33 µM; actives 0.6% (n = 430,000); AID 1272365; in the data active = inhibition mostly above about 37%, no sharp cut-off; inactive = mostly below about 20%;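 also: plate controls were negative control peptide for no effect and reference peptide for full effect; strong numbers were not always called active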
# VHR inh abs: DUSP3 (human) phosphatase inhibition; recombinant VHR phosphatase, pNPP absorbance; AID 1654; inhibition, % at 13.3 µM; actives 0.52% (n = 290,000); in the data active = inhibition above about 50%; also: some compounds called inactive have numbers as strong as hits
# Target sequence (P51452 whole entry, looked up): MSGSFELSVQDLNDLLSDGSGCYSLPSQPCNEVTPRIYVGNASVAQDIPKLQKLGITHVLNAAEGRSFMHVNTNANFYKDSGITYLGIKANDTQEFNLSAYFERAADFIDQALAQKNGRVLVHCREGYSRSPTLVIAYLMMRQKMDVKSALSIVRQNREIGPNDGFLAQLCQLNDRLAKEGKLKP
# BioA inh: blocks M. tuberculosis BioA enzyme activity; purified M. tuberculosis BioA enzyme, plate reader; inhibition, % at 9.99 µM; actives 0.096% (n = 360,000); AID 602481; in the data active = inhibition above about 40%
# Rv3671c inh: inhibitors of M. tuberculosis serine protease Rv3671c | actives 0.048% (n = 320,000) | inhibition, % at 5.96 µM; in the data active = inhibition above about 38%;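 also: extracellular domain of Rv3671c used as enzyme; 0% = enzyme with DMSO and 100% = no enzyme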
# Target sequence (P9WHR9 whole entry, looked up, the tested form may be a part): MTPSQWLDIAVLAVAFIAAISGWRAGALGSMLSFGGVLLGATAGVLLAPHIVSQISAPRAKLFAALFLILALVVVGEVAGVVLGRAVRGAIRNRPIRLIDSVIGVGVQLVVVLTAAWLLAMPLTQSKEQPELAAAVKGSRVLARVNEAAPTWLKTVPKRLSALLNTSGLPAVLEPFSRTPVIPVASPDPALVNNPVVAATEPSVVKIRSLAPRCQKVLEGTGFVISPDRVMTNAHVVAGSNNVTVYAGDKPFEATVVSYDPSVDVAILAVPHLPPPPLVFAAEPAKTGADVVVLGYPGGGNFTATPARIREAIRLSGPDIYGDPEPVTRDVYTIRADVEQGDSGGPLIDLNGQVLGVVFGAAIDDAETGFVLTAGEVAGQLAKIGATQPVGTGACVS
# * = called active by the depositor; i = inactive; x = not tested or not shown; & = joins results of further samples. Only part of the results is shown, so the mix of outcomes need not match the whole.
# Start of the data: the first 11 compounds as a preview:
cpd | molecule | 3CLpro inhibitor | BH1578 lux ind | GDH-TPI counter | MazF activator | UGM FP inh | FBA Mtb inh | PriA SSB inh | VHR inh abs | BioA inh | Rv3671c inh
1 | C[N+](C)(C)CC1CCCC(C[N+](C)(C)C)C1=O (centres undefined) | x | -0.8 | -2 | 3 | x | -3 | 4 | x | x | x
2 | COCCNC(=O)CC(c1ccccc1)c1ccccc1 | 0 | i | -3 | 4 | 0.9 | 1 | -20 | -2 | -1.3 | 6
3 | O=C(/C=C/c1c(F)cccc1Cl)N1CCOCC1 | 1 | 0.8 | 2 | -1 | 3.1 | 1 | -16 | 10 | -0.7 | -3
4 | O=C(CC12CC3CC(CC(C3)C1)C2)NC1CC1 | x | -0.9 | 14 | 5 | 2.4 | 0 | 0 | x | x | 4
5 | COc1ccc(-c2cc(C(=O)NC3CCCCC3)no2)cc1OC | 1 | i | -3 | 10 | -0.5 | -1 | -2 | 2 | -1.3 | 3
6 | CCN(CC(=O)Nc1ccccc1C(F)(F)F)C(=O)c1cc(S(=O)(=O)N2CCCCCC2)ccc1OC | x | i | 1 | 1 | -2.0 | 0 | -6 | x | 1.9 | 3
7 | CCC(C(=O)Nc1ccc2[nH]ncc2c1)c1ccccc1 (centres undefined) | -5 | 0.8 | 1 | 7 | -2.1 | 2 | 5 | 57* | -1.2 | -4
8 | CCN(C(=O)c1cc2cc(OC)ccc2oc1=O)c1ccccc1 | -5 | -1.7 | 19 | 7 | -1.0 | 6 | -10 | 12 | -1.9 | -3
9 | O=C1C(Cl)=C(NCCCN2CCOCC2)C(=O)N1CCc1ccccc1 | 0 | i | -1 | -5 | -0.8 | 2 | -7 | -19 | x | 0
10 | CCCCCn1c(=NC(=O)c2cccnc2)c(C#N)cc2c(=O)n3cccc(C)c3nc21 | x | -0.2 | 1 | 5 | 1.0 | 116* | -11 | x | x | 6
11 | CCN(CC)c1ccc(/C=N/n2c(C)cc(C)cc2=O)cc1 | -1 | -5.9 | 33* | 2 | 2.5 | -2 | x | -15 | -1.8 | -9

# The listing, previewed entries included:
cpd | molecule | 3CLpro inhibitor | BH1578 lux ind | GDH-TPI counter | MazF activator | UGM FP inh | FBA Mtb inh | PriA SSB inh | VHR inh abs | BioA inh | Rv3671c inh
1 | C[N+](C)(C)CC1CCCC(C[N+](C)(C)C)C1=O (centres undefined) | x | -0.8 | -2 | 3 | x | -3 | 4 | x | x | x
2 | COCCNC(=O)CC(c1ccccc1)c1ccccc1 | 0 | i | -3 | 4 | 0.9 | 1 | -20 | -2 | -1.3 | 6
3 | O=C(/C=C/c1c(F)cccc1Cl)N1CCOCC1 | 1 | 0.8 | 2 | -1 | 3.1 | 1 | -16 | 10 | -0.7 | -3
4 | O=C(CC12CC3CC(CC(C3)C1)C2)NC1CC1 | x | -0.9 | 14 | 5 | 2.4 | 0 | 0 | x | x | 4
5 | COc1ccc(-c2cc(C(=O)NC3CCCCC3)no2)cc1OC | 1 | i | -3 | 10 | -0.5 | -1 | -2 | 2 | -1.3 | 3
6 | CCN(CC(=O)Nc1ccccc1C(F)(F)F)C(=O)c1cc(S(=O)(=O)N2CCCCCC2)ccc1OC | x | i | 1 | 1 | -2.0 | 0 | -6 | x | 1.9 | 3
7 | CCC(C(=O)Nc1ccc2[nH]ncc2c1)c1ccccc1 (centres undefined) | -5 | 0.8 | 1 | 7 | -2.1 | 2 | 5 | 57* | -1.2 | -4
8 | CCN(C(=O)c1cc2cc(OC)ccc2oc1=O)c1ccccc1 | -5 | -1.7 | 19 | 7 | -1.0 | 6 | -10 | 12 | -1.9 | -3
9 | O=C1C(Cl)=C(NCCCN2CCOCC2)C(=O)N1CCc1ccccc1 | 0 | i | -1 | -5 | -0.8 | 2 | -7 | -19 | x | 0
10 | CCCCCn1c(=NC(=O)c2cccnc2)c(C#N)cc2c(=O)n3cccc(C)c3nc21 | x | -0.2 | 1 | 5 | 1.0 | 116* | -11 | x | x | 6
11 | CCN(CC)c1ccc(/C=N/n2c(C)cc(C)cc2=O)cc1 | -1 | -5.9 | 33* | 2 | 2.5 | -2 | x | -15 | -1.8 | -9
12 | Cc1ccc(S(=O)(=O)N2CCN(C(=O)COC(=O)c3ccc(Cl)nc3)CC2)c(C)c1 | x | i | 5 | 4 | -0.3 | 8 | -6 | x | -3.1 | -14
13 | Cc1ccc(NC(=O)c2cc3c(s2)CCC3)cc1S(=O)(=O)N1CCOCC1 | -2 | -0.7 | 13 | -4 | -1.9 | 1 | -6 | 15 | -0.6 | -33
14 | O=C(N/N=C/c1ccccn1)c1cc(Br)ccc1O | -1 | -7.7 | 9 | 2 | 2.2 | 2 | x | -2 | -0.9 | x
15 | CCc1ccccc1NC(=O)c1ccc(S(=O)(=O)N2CCCC2)cc1 | -1 | i | 10 | -2 | 3.8 | 2 | 11 | -29 | -0.6 | 3
16 | CCOC(=O)C1CCN(S(=O)(=O)c2ccc3c(c2)CCN3C(C)=O)CC1 | -23 | 0.2 | 1 | 13 | 0.2 | -1 | -13 | 2 | 3.0 | -4
17 | CC(=O)Nc1ccc2c(c1)Cc1c-2cc(Br)c(N)c1Br | x | i | 6 | -23 | x | 0 | -6 | x | -1.7 | x
18 | NC(=O)CSc1nc(-c2ccccc2)nc2ccccc12 | -4 | i | 8 | -11 | 0.6 | -2 | -1 | x | -1.4 | -7
19 | OC(c1ccc(Cl)c(F)c1)c1ncc(-c2cccc(F)c2)[nH]1 (centres undefined) | x | i | 10 | x | x | 1 | x | x | 0.2 | x
20 | CC1=NN(C(=O)c2csc(C)c2C)C(O)(C(F)(F)F)C1 (centres undefined) | -3 | 0.0 | 1 | 1 | -2.0 | -1 | 2 | 12 | x | -4
21 | COc1ccc(-c2cnc(C(O)c3ccc(-c4ccccc4)cc3)[nH]2)cc1 (centres undefined) | x | -0.6 | 15 | x | x | 4 | x | x | -2.4 | x
22 | CCc1ccc(Nc2ncc3c(n2)CC(C)CC3=O)cc1 (centres undefined) | 4 | 1.4 | 1 | 2 | 0.7 | -1 | 7 | 12 | x | 6
23 | c1ccc(-c2cnnc(SCc3cn4cccnc4n3)n2)cc1 | -7 | i | 11 | -7 | 0.6 | 2 | -22 | 3 | x | -10
24 | Oc1ccc(C2CNCc3sccc32)cc1O (centres undefined) | x | -0.7 | 4 | 3 | 0.8 | -3 | -11 | x | -0.2 | 12
25 | Cc1cccc(NC(=O)COc2cccc3c2CCN(C)C3=O)c1C | 3 | i | -13 | 10 | 0.5 | -3 | 0 | 15 | x | 3
26 | COc1ccc(CN2CCN(Cc3c[nH]c4ccccc34)CC2CCO)cc1C (centres undefined) | -5 | -1.5 | 8 | 10 | -1.3 | -2 | 19 | -8 | -1.2 | -1
27 | Cc1ccc(S(=O)(=O)Nc2ccc(N3CCOCC3)cc2)cc1 | 1 | i | -3 | 1 | -5.1 | -4 | 4 | 23 | -0.2 | 5
28 | O=C1CN(C(=O)c2ccc(F)cc2)c2ccccc2N1 | -3 | -0.4 | -8 | 7 | 1.6 | -4 | -7 | 6 | 2.9 | 4
29 | O=C(CCCCCn1c(=S)[nH]c2ccccc2c1=O)N1CCC2(CC1)OCCO2 | -1 | i | 10 | 8 | 0.5 | -1 | -11 | 8 | 5.3 | -2
30 | O=[N+]([O-])c1cccc(-c2nnc(C34CC5CC(CC(C5)C3)C4)o2)c1 | -2 | -0.2 | 7 | -16 | 0.2 | 0 | -2 | -2 | x | 1
31 | C#CCOCCOCCOCCNc1nc(N2CCN(C(=O)[C@H]([C@@H](C)CC)n3cc(CCCCN)nn3)CC2)nc(N2CCN(C(=O)[C@H](C)n3cc(CCCN=C(N)N)nn3)CC2)n1 | x | i | 1 | 10 | 0.9 | 7 | 0 | x | -2.1 | -7
32 | CCCCOC(=O)N1CCOCCOCCN(C(=O)OCCCC)CCOCCOCC1 | 7 | i | -1 | 1 | 1.3 | 3 | -6 | 7 | -0.9 | 2
33 | CO/N=C/c1ccc(Sc2ccccc2N)c([N+](=O)[O-])c1 | 2 | 1.7 | 0 | 3 | -2.2 | -2 | x | 17 | 1.2 | -4
34 | CCN(CC)CCSC(=O)C(c1ccccc1)c1ccccc1 | x | -0.3 | 4 | x | x | 4 | x | x | 5.8 | x
35 | CC1(c2nnc(Cc3ccccc3)o2)CC(c2cccnc2)=NO1 (centres undefined) | x | -0.4 | 5 | -7 | 2.2 | 3 | -24 | x | -1.8 | 2
36 | C[C@H](NC(=O)c1cccc([N+](=O)[O-])c1)C(=O)OCC(=O)c1ccccc1Br | x | -0.4 | 11 | -4 | -2.1 | 7 | 2 | x | 0.5 | 5
37 | COC(=O)C1=C(C)N(C)C(=O)NC1c1cc(Cl)cc(Cl)c1OC (centres undefined) | 1 | -0.2 | 12 | 10 | 0.3 | 1 | -2 | -4 | x | -2
38 | O=C(NC1CCCCC1)C(c1ccco1)N(C(=O)c1csnn1)c1cccc(F)c1 (centres undefined) | -5 | -0.2 | -8 | -15 | 1.2 | -3 | -5 | 30 | -2.0 | 2
39 | CC1CCC2(CC1)NC(=O)N(NC(=O)c1ccc(OC(C)C)cc1)C2=O (centres undefined) | x | i | 0 | 6 | x | -1 | -10 | x | -1.4 | x
40 | Cc1cccc(OCC(=O)NCCNC(=O)c2ccncc2)c1 | -4 | -1.0 | 8 | 3 | -0.5 | 1 | -17 | 60* | -1.1 | -9
41 | CC(C)(C)C1=CC(O)(c2ccccc2)C=C(C(C)(C)C)C1=O | 5 | i | 14 | -1 | -3.0 | -1 | -23 | 21 | 1.5 | 1
42 | c1coc(-c2cc(C3CCNCC3)[nH]n2)c1 | -1 | i | -3 | -6 | -1.4 | 1 | -14 | 23 | x | 14
43 | COc1cc(CNCCCCO)ccc1OCc1ccccc1F | -4 | -0.3 | -7 | 5 | 0.5 | 1 | -9 | 2 | -0.2 | -8
44 | CC(NC(=O)c1cccs1)C(c1cccs1)N1CCN(Cc2ccccc2)CC1 (centres undefined) | -5 | -2.5 | -6 | 5 | -0.6 | -3 | -6 | 0 | 2.8 | 7
45 | CC(=O)O[C@H]1CC[C@@]2(C)C(=CC(=O)C3C2CC[C@@]2(C)C3C[C@H](OC(C)=O)[C@@H]2OC(C)=O)C1 (some centres undefined) | x | i | 1 | 0 | 1.4 | 0 | -4 | x | -0.4 | 0
46 | COC(=O)C1=C(CN2CCc3ccccc32)NC(=O)NC1c1cc(C)ccc1C (centres undefined) | 2 | -0.4 | 15 | 16 | -0.8 | -8 | 5 | -5 | 0.6 | -3
47 | COc1ccc(-c2oc3ccc(N4CCOCC4)cc3c2C#CC2(O)CCCCC2)cc1 | x | i | 29 | 2 | -0.6 | 68* | -21 | x | -2.8 | 1
48 | Cc1ccc(NC(=O)CCSc2nnc3ccccn23)cc1 | -2 | -0.4 | 15 | 1 | -0.1 | 22 | -11&-7 | 11 | 0.1 | -1
49 | CC(=O)Nc1nc2ccccc2[nH]1 | 1 | -0.5 | -3 | 2 | 0.3 | -2 | -12 | 26 | -1.1 | -1
50 | COc1ccc(N2CCN(C(=O)CCc3ccc(S(=O)(=O)NCC(C)C)cc3)CC2)cc1 | -6 | 1.7 | -2 | -1 | 1.9 | 7 | 13 | 48 | 0.3 | 2
51 | N#CCC(=O)N/N=C/c1ccccc1Cl | 0 | -0.4 | 0 | 0 | 2.5 | -1 | x | -11 | x | -4
52 | CC(C)c1nnc(SCC(=O)N2CCc3ccccc32)n1N | 8 | -0.9 | -2 | -3 | -1.3 | -3 | -5 | 13 | x | 3
53 | CC(C)OCCCNC(=O)Nc1cccc2ccccc12 | 2 | i | -5 | 3 | 3.5 | 13 | -8 | 6 | x | 2
54 | COc1ccccc1Nc1ncnc2c1cnn2-c1cccc(C)c1 | -9 | 3.1 | 0 | 1 | 2.4 | 4 | -31 | 8 | -6.4 | -14
55 | CCCCOc1ccc(C(=O)Oc2cc(C)[nH]c(=O)c2[N+](=O)[O-])cc1 | -4 | -3.4 | -2 | 7 | 0.5 | -3 | -6 | 8 | -2.0 | -4
56 | Cc1cccc(/N=C/c2ccccn2)n1 | x | -0.6 | -2 | -8 | 4.5 | 1 | x | x | x | -4

# Screens from PubChem BioAssay.
